EPAC1 agonist: EPAC1 (human) agonism | O95398 | EPAC1 agonist qHTS, biochemical assay; response scale: 100% = response to 6.5 mM cAMP | Potency, µM (doses to about 154 µM), without a hit: at the highest dose activation, usual class: activators | 360,000 tested, 0.073% active | AID 720707; further: potency means the concentration at half of the fitted maximal effect; nearly all actives have a fitted effect of over 60% in size
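EPAC1 100 nM, Rap1B–BODIPY-GDP 250 nM, unlabeled GDP 50 uM; compound titration; 5 min RT; kinetic read ex480/em540 at 5-min intervals ×30 min; data normalized to 6.5 mM cAMP agonist control.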
EPAC1 antagonist: EPAC1 (human) antagonism; O95398; EPAC1 GEF assay, Rap1b-BODIPY-GDP exchange fluorescence; Potency, µM (series often up to 115 µM), inactives show at the top dose activity change, negative = inhibition, usual class: inhibitors; 360,000 tested, 0.14% active; AID 720709;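 further: potency means the concentration at half of the fitted maximal effect; plate controls were vehicle for no effect and positive control for full effect; nearly all actives have a fitted effect of over 50% in size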
CCT chaperon mod: cytosolic chaperonin activity modulation; purified chaperonin ATPase assay, HTRF ADP detection, 30 min; activity change, % (no concentration beside the values), hits read low; 360,000 tested, 0.3% active; in the data active means activity change below about -30%; further: on the % scale 0 is the no-effect control and ±100 the full control effect
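Nucleotide hydrolysis assay: TRiC at 20–40 nM final (set by batch activity) with 10 uM ATP, 30 min at 37 °C, in presence of 76 uM compound. Detection by competitive ADP HTRF, 30 min ambient.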
Mm-Cpn inhibitor: inhibitors of Methanococcus maripaludis chaperonin (MmCpn); purified Mm-Cpn ATPase, ADP Transcreener TR-FRET; Potency, µM (highest dose often 76.9 µM), without a hit: top-dose activity, negative = inhibition, hits mostly inhibitors; 330,000 tested, 0.031% active; AID 504842; further: potency means the concentration at half of the fitted maximal effect; on the % scale 0 is the no-effect control and ±100 the full control effect; nearly all actives have a fitted effect of over 80% in size
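Purified archaeal chaperonin (25 nM final) was preincubated with compound for 10 min at 37°C, then ATP (10 uM final) was added for 30 min at 37°C in Tris pH 7.4/KCl/MgCl2/DTT buffer. ADP was quantified by HTRF Transcreener TR-FRET.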
EPAC2 antagonist: EPAC2 (human) antagonism; Q8WZA2; EPAC2 GEF exchange of Rap1B-BODIPY-GDP, fluorescence; Potency, µM (series often up to 114 µM), without a hit: at the top dose activity, negative = inhibition, hits mostly inhibitors; 360,000 tested, 0.18% active; AID 720708; further: potency means the concentration at half of the fitted maximal effect; on the % scale 0 is the no-effect control and ±100 the full control effect; nearly all actives have a fitted effect of over 45% in size; many of its hits are not listed in these tables
Target sequence (Q8WZA2 whole entry, looked up): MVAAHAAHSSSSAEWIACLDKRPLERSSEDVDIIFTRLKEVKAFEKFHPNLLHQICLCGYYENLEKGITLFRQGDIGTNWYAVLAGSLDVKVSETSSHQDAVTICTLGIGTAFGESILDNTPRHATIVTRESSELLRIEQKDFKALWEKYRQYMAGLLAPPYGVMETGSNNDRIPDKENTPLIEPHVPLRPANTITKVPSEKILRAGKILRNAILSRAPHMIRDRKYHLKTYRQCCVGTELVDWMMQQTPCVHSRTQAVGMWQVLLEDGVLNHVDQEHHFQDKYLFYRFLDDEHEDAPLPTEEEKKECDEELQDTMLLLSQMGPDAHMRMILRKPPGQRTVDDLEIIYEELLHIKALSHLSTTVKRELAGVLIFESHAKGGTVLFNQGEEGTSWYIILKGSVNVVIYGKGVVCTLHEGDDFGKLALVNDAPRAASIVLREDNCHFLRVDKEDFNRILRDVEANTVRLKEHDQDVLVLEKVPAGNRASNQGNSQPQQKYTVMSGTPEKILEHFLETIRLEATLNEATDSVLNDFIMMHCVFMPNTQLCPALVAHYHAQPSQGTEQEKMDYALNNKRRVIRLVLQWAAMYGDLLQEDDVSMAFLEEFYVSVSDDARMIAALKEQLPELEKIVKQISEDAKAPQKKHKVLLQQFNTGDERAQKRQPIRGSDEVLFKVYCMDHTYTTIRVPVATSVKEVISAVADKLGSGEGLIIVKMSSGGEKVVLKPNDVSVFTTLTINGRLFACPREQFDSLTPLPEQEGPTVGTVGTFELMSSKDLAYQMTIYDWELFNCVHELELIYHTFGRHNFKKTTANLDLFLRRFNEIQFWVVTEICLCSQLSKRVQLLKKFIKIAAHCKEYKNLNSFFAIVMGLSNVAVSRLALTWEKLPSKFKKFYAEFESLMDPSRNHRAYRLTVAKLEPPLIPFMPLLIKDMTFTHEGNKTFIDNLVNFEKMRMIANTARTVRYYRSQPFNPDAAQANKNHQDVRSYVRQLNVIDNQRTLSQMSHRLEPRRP
PI5P4Ka inh: PI5P4K alpha (human) kinase inhibition | P48426 | PI5P4Kalpha enzyme, ADP-Glo luminescence, 60 min; stronger effect = lower value | max response, % | 330,000 tested, 1.2% active; active means max response of -50% or lower; inconclusive means between -30% and -50%; inactive means -30% or higher; further: value at the top dose of about 77 µM; on the % scale 0 is the no-effect control and ±100 the full control effect
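Human PI5P4Kalpha with substrate in 0.038 M HEPES pH 7.4, 0.28 mM EGTA, 0.1% CHAPS, 5% DMSO; reaction started with 5 microM ATP (final), 60 min at room temperature. ADP formed read by ADP-Glo luminescence.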
WRN inhibitor: inhibitors of human WRN helicase; 360,000 tested, 0.46% active; Potency, µM (series often up to 114 µM), inactives show at the highest dose activity change, negative = inhibition, actives largely listed as inhibitors; Q14191; WRN helicase unwinding, fluorescent forked duplex, kinetic; AID 651768; further: potency means the concentration at half of the fitted maximal effect; on the % scale 0 is the no-effect control and ±100 the full control effect; nearly all actives have a fitted effect of over 55% in size
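Kinetic fluorescence helicase assay: unwinding of a quenched forked DNA duplex (100 nM final) with 2 mM ATP final raises red fluorescence (525/598 nm). Compounds sat 15 min at room temperature with 20 nM WRN beforehand.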
PLK1 PBD block: inhibitors of human PLK1 polo-box domain binding | 360,000 tested, 2.8% active | Plk1 PBD binding of FITC phosphopeptide, fluorescence polarization | Potency, µM, for inactives: max response, negative = inhibition, most hits filed as inhibitors | P53350 | AID 720504; further: potency means the concentration at half of the fitted maximal effect; series mostly up to about 57 µM; on the % scale 0 is the no-effect control and ±100 the full control effect; nearly all actives have a fitted effect of over 65% in size
Active calls of the source: *; u = inconclusive; x = no result given; [ ] = another dose, or the depositor's remark. Unless noted, the call rests on the fitted dose curve; in most records, active means well fitted curve in the direction sought with a large enough effect; inconclusive means small, poorly fitted or top-dose-only effect, or another doubt; inactive means no such curve, though single readings can be large; an effect the other way counts as inactive or inconclusive. Not all compounds are listed (hit frequency here may not be typical).

Below each SMILES: EPAC1 agonist | EPAC1 antagonist | PLK1 PBD block | Mm-Cpn inhibitor | WRN inhibitor | EPAC2 antagonist | PI5P4Ka inh | CCT chaperon mod
- COCCn1c(Cc2ccccc2)nnc1SCC(=O)N1CCCCC1C (stereo not given)
    10% | 2% | -7% | 1% | -4% | 10% | -3 | -2.2
- COc1cccc(C(=O)Nc2c(C(N)=O)oc3ccccc23)c1
    -14% | -16% | -10% | -3% | 1% | 0% | 3 | -3.2
- O=C(Cn1ccnc1[N+](=O)[O-])NCc1ccccc1
    13% | 4% | -4% | -1% | 1% | -8% | -3 | 0.6
- Cn1c(CC(=O)Nc2ccccc2Cl)nnc1SCC(=O)NC1CCCCC1
    7% | 3% | -2% | -1% | 4%[57.1 µM] | -5% | 1 | -2.6
- CS(=O)(=O)c1ccc(C(=O)N(Cc2ccccc2)c2ccccc2)cc1
    12% | -14% | -15% | -1% | 13% | -2% | -2 | -0.9
- O=C(NC1CCCCC1)C1CCCN(S(=O)(=O)c2cccc3cccnc23)C1 (stereo not given)
    0% | 6% | -16% | 4% | -9% | 5% | 0 | -0.8
- CC(C)(C)C(=O)Nc1cc2c3c(c1)CC(=O)N3CCC2
    -5% | -9% | -1% | 0% | 1% | 7% | 0 | 1.0
- COc1cc(-c2cn(S(=O)(=O)c3cccc4nsnc34)nc2N)cc(OC)c1OC
    8% | 0% | -4% | 0% | -9% | -3% | x | -4.8
- CN(CC(=O)Nc1ccc(F)c(F)c1F)C(=O)C1(c2ccccc2)CC1
    -1% | 6% | 2% | x | 7% | -9% | 0 | 1.2
- Cc1cccc(Oc2nc3ccccn3c(=O)c2/C=C(\C#N)C(=O)NC2CCS(=O)(=O)C2)c1 (stereo not given)
    8% | -6% | -1% | -6% | -6% | -5% | 20 | 0.8
- Cc1ccccc1-n1c(=O)[nH]c(=O)c2c(N)c(C(=O)c3ccc(Cl)cc3)sc21
    2% | -30% | -10% | -1% | -5% | -7% | 2 | 9.0
- COc1ccccc1Oc1ccc2c(c1)C(=O)N(c1cccc(O)c1)C2=O
    27% | -20% | -7% | 1% | -16% | -10% | x | 0.1
- O=C(NC1CC1)C1=C[C@H](c2csc3ccccc23)C[C@H](OCCCCO)O1
    -10% | -29% | -10% | x | 6% | -6% | -2 | -0.3
- CCC(C)[C@@H](N)C(=O)N/N=C/c1ccc2ncccc2c1 (stereo not given in full)
    5% | 5% | -4% | 1% | 2% | 0% | 1 | -2.2
- Cc1ccc(Oc2ncccc2N)c2c1CCC2
    0% | -19% | 2% | 3% | -1% | -9% | 4 | -0.4
- CCc1cc(=O)oc2cc(C)cc(OCC(=O)NC(Cc3c[nH]c4ccc(O)cc34)C(=O)O)c12 (stereo not given)
    -20% | -2% | 0% | -8% | -4% | -14% | 0 | 1.4
- Brc1ccc(C2=Nn3c(nnc3-c3n[nH]c4c3CCC4)SC2)cc1
    4% | -7% | -21% | -2% | -4% | -4% | 3 | 0.7
- O=C1CCC/C1=C/Nc1ccc2c(c1)OCO2
    6% | -29% | 0% | -5% | -6% | 1% | 5 | -0.7
- O=C(CCCOc1ccccc1)NC(=S)Nc1ccccc1
    -2% | -10% | u | -14% | 1% | 17% | 7 | 1.2
- CCOC(=O)C1=CCN(S(=O)(=O)c2ccccc2F)C1c1cccc(C)c1 (stereo not given)
    1% | 3% | 0% | x | 1% | -22% | -8 | -5.2
- O=[N+]([O-])c1ccc(-c2ccc(/C=N/Nc3nc(N4CCCC4)nc(N4CCCC4)n3)o2)cc1
    2% | 12% | -14% | 0% | 3% | 12% | -1 | -5.8
- Cc1ccc(NC(=O)C2(C)CCN2C2Cc3ccccc3C2)cc1 (stereo not given)
    1% | -16% | -7% | x | -1%[57.1 µM] | u | 0 | -1.4
- COc1ccc(/C(C)=C(\C#N)C(=O)OC(C)C)cc1OC
    0% | -14% | -2% | 0% | -7% | 0% | 1 | -0.6
- O=C(NNC(=O)c1ccccc1-n1cccc1)c1ccc(Cl)cc1
    5% | -3% | -4% | 0% | -21% | 4% | -7 | -0.3
- Oc1ccc(Cl)cc1CNc1ccc(Br)cn1
    22% | 4% | 4% | 0% | -28% | -2% | x | 0.3
- NC[C@H]1O[C@H](O[C@H]2[C@H](O)[C@@H](O[C@H]3O[C@H](CO)[C@@H](O)[C@H](N)[C@H]3O)[C@H](N)C[C@@H]2N)[C@H](N)C[C@@H]1O
    -12% | -3% | 26% | 2% | x | -13% | -1 | 0.8
- CS(=O)(=O)c1ccc(Cl)c(NC(=O)COC(=O)C23CC4CC(CC(C4)C2)C3)c1
    -10% | 21% | 6% | -7% | 6% | 0% | 0 | 1.1
- CCCCN1C2CCCC1CC(NC(=O)c1ccccc1Cl)C2 (stereo not given)
    10% | 6% | 0% | 0% | 3% | 8% | 2 | -2.0
- CC(C)c1ccc(OCC(=O)N2CCN(c3ccccn3)CC2)c(Br)c1
    0% | -11% | -3% | 1% | -30% | -20% | 11 | 2.0
- COc1ccc(NC(=O)c2cc(-c3ccc(F)cc3OC)n[nH]2)c(C)c1
    -3% | -9% | -4% | x | -9% | 6% | -3 | -0.2
- C[C@H](NC(=O)c1ccco1)C(=O)NCc1cccs1
    14% | -9% | 0% | -6% | -3% | 15% | 1 | 2.2
- CN1c2ccccc2-c2nc3ccccc3n2C1c1cccs1 (stereo not given)
    0% | -14% | 8% | -4% | -5% | -12% | -2 | -0.5
- Cc1c(C(C)NC(=O)c2ccc3nc(Cc4ccccc4F)oc3c2)cnn1C (stereo not given)
    0% | 2% | -11% | 4% | 4% | -9% | -5 | 1.0
- Cc1nc(CNS(=O)(=O)c2ccccc2F)cs1
    -1% | 0% | -5% | 1% | 2% | 4% | 0 | 1.2
- CC(C)c1ccc(NC(=O)COC(=O)c2cc(=O)[nH]c3ccccc23)cc1
    -7% | -7% | 3% | -1% | -1% | 1% | -4 | 0.9
- O=C(Cn1cc(F)c(=O)[nH]c1=O)c1ccco1
    -6% | 2% | -6% | x | -12% | 2% | -12 | 1.9
- CC(NC(=O)CN1CCN(c2cccc(Cl)c2)CC1)c1ccccc1 (stereo not given)
    16% | 2% | -11% | -1% | 3% | -7% | 6 | -3.1
- CC/C(=N/N=C(/CC)c1ccc(O)cc1)c1ccc(O)cc1
    5% | -8% | -1% | x | -10% | u | -1 | 0.1
- COC(=O)c1ccc(C(=O)N2CCCC(N3CCN(c4ccc(F)cc4)CC3)C2)nc1 (stereo not given)
    -4% | 0% | -7% | -2% | -6% | 1% | 9 | 0.3
- CC(=O)Nc1cccc(C(=O)OCC(=O)N(c2ccccc2)C2CCS(=O)(=O)C2)c1 (stereo not given)
    -4% | -30% | -21% | 0% | -1% | 3% | 1 | 0.7
- CCOC(=O)C1CCN(CC(=O)Nc2ccc(OC)c(S(=O)(=O)N3CCCCC3)c2)CC1
    -2% | -2% | 3% | 0% | -6% | 9% | 7 | 2.2
- O=C(c1ccc(Cl)cc1)N1CCN=C1c1ccccc1
    -2% | -19% | -8% | -2% | -1% | -3% | 2 | -3.4
- O=C(Nc1cccnc1)c1cc2nc(C3CC3)cc(C(F)(F)F)n2n1
    6% | -1% | -6% | u | 4% | 4% | -19 | -3.9
- CN(Cc1cccs1)C(=O)COC(=O)CNC(N)=O
    -5% | 10% | 6% | -2% | 6% | 13% | 1 | -1.6
- Cc1cc(OCCCCCN2CCCC2)ccc1Cl
    0% | -5% | -14% | -1% | 11% | 1% | -4 | -2.2
- CCN1CCN(c2ncnc3scc(-c4ccc(C)c(C)c4)c23)CC1
    -11% | -9% | -9% | -1% | -16% | 1% | -2 | 1.3
- CCCCOc1ccc(C(C)NC(=O)C2CCCN(S(=O)(=O)CC)C2)cc1 (stereo not given)
    -2% | -2% | 2% | -2% | 7% | 10% | 15 | -0.3
- Cc1ccccc1N(CC(=O)N/N=C/c1ccc(N(C)C)cc1)C(=O)c1ccccc1
    22% | 3% | -4% | -3% | -20% | -10% | -7 | -2.2
- COc1cccc(-c2cc(C(=O)NCc3ccco3)no2)c1
    4% | 2% | -2% | 1% | -10% | 3% | x | -5.0
- CCCCCNC(=O)c1cccnc1SCC(=O)Nc1ccccc1OC
    -16% | 13% | -1% | 0% | 1% | 8% | 1 | -1.4
- O=c1[nH]c2ccc(S(=O)(=O)Nc3ccc(Br)cc3)cc2[nH]1
    -5% | -11% | 1% | 1% | 10% | 5% | 2 | 1.6
- CN(CCC#N)C(=O)COC(=O)c1c2c(nc3ccccc13)/C(=C\c1ccco1)CC2
    2% | u | -16% | x | u | -7% | u | -9.0
- NS(=O)(=O)c1ccc(CCNC(=O)c2ccc3c(=O)n4c(nc3c2)CCCCC4)cc1
    0% | 1% | 5% | -5% | 4% | -2% | 0 | -0.8
- CNC(=O)c1ccccc1Sc1ccccc1CO
    0% | -5% | -2% | 2% | 3% | 1% | 1 | 1.3
- Oc1ccccc1CNCCCN1CCOCC1
    -4% | -9% | 7% | 0% | -1% | 4% | 6 | -3.3

In the list so far, these contain an aryl methoxy group.
Below each SMILES: EPAC1 agonist | EPAC1 antagonist | PLK1 PBD block | Mm-Cpn inhibitor | WRN inhibitor | EPAC2 antagonist | PI5P4Ka inh | CCT chaperon mod
- COc1cccc(C(=O)Nc2c(C(N)=O)oc3ccccc23)c1
    -14% | -16% | -10% | -3% | 1% | 0% | 3 | -3.2
- COc1cc(-c2cn(S(=O)(=O)c3cccc4nsnc34)nc2N)cc(OC)c1OC
    8% | 0% | -4% | 0% | -9% | -3% | x | -4.8
- COc1ccccc1Oc1ccc2c(c1)C(=O)N(c1cccc(O)c1)C2=O
    27% | -20% | -7% | 1% | -16% | -10% | x | 0.1
- COc1ccc(/C(C)=C(\C#N)C(=O)OC(C)C)cc1OC
    0% | -14% | -2% | 0% | -7% | 0% | 1 | -0.6
- COc1ccc(NC(=O)c2cc(-c3ccc(F)cc3OC)n[nH]2)c(C)c1
    -3% | -9% | -4% | x | -9% | 6% | -3 | -0.2
- CCOC(=O)C1CCN(CC(=O)Nc2ccc(OC)c(S(=O)(=O)N3CCCCC3)c2)CC1
    -2% | -2% | 3% | 0% | -6% | 9% | 7 | 2.2
- COc1cccc(-c2cc(C(=O)NCc3ccco3)no2)c1
    4% | 2% | -2% | 1% | -10% | 3% | x | -5.0
- CCCCCNC(=O)c1cccnc1SCC(=O)Nc1ccccc1OC
    -16% | 13% | -1% | 0% | 1% | 8% | 1 | -1.4

Assay outcomes as filed in PubChem BioAssay.
